From PubChem BioAssay
Pf Dd2 growth: P. falciparum Dd2 growth inhibitors, primary screen, SYBR Green fluorescence, single dose replicates; 72 h; active compounds read low; activity change, % at 10 µM; 94,000 compounds, 2.3% hits; in the data active = activity change below about -80%; inconclusive = no clear call, values can overlap the other calls
C diff HTS: C. difficile growth inhibitors, primary screen, HTS | AID 1259249, 2017 | 86,000 compounds, 0.25% hits | Clostridium difficile clinical isolate growth, OD600, 24 h; active compounds read low | growth activity, negative = inhibition, % at 16 µg/mL (by protocol);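 active = mean growth activity at or below -80% and every replicate also at or below -80%; inconclusive = mean at or below -80% but some replicate above -80%; inactive = mean growth activity above -80%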;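 also: 0% = DMSO wells and -100% = levofloxacin 16 µg/mL wells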
KDM4C inh: inhibitors of GASC-1 (KDM4C) histone demethylase, primary screen, biochemical, single concentration HTS | Lysine-specific demethylase 4C (Homo sapiens), Q9H3R0 | GST-KDM4C 2-372, H3K9me3 peptide, LANCE TR-FRET | inhibition, % at 12.5 µM | 96,000 compounds, 0.15% hits | AID 720574, 2013;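 active = mean replicate inhibition above about 25%, with at least 55% of replicates also reaching it, limit read from the data, passing the limit was not always enough; inconclusive = only one of those two conditions met; inactive = neither condition met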
Target sequence (Q9H3R0 2-372 limits assumed): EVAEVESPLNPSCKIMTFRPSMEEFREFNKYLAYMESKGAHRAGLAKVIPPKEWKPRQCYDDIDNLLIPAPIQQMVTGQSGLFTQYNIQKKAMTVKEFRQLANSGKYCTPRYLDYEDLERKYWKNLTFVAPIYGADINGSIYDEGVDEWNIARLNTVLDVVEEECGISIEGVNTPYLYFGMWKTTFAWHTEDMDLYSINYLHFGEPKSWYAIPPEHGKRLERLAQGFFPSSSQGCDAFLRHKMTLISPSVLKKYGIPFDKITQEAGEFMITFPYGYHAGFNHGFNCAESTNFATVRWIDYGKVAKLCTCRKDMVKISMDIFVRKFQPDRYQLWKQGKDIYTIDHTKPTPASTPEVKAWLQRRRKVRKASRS
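System: N-terminal GST-fused human GASC-1 (KDM4C) fragment, residues 2-372 / Amount: 10 nM GST-KDM4C in enzyme reaction / Also added: H3K9me3 peptide with Fe(II)/2OG / Times: 30 min demethylation and 1 h detection at room temperature / Signal: LANCE TR-FRET / Read-out basis: Fall in 671/618 emission ratio as inhibition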
Tcruzi prolif: T. cruzi intracellular proliferation inhibitors, primary screen, cell-based, beta-gal Tulahuen parasites, NIH3T3 host, luminescence | T. cruzi beta-gal in NIH3T3, GalScreen luminescence, 90 h | inhibition, % at 8.34 µM | 77,000 compounds, 5.9% hits | AID 624255, 2012;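 active = mean inhibition above about 93%, with at least 55% of replicates each passing it, limit read from the data, passing the limit was not always enough; inconclusive = only one of those two conditions holds; inactive = neither condition holds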
* = called active by the depositor; ? = inconclusive; / = not tested or not shown.

SMILES	Pf Dd2 growth	C diff HTS	KDM4C inh	Tcruzi prolif
CC=Cc1ccc2n(c1=O)C[C@H]1[C@H](CO)[C@@H](C(=O)NCc3ccccc3)N(CC)[C@@H]21 (mixture of isomers)	-26.8	-0.6	1.3	/
CCS(=O)(=O)Nc1ccc2c(c1)C(=O)N(C)C[C@@H](OC)[C@H](C)CN(Cc1nccs1)[C@H](C)CO2	13.8	/	-0.3	-24.8
COc1ccccc1-c1cnc2c(c1)C(=O)N([C@@H](C)CO)C[C@@H](C)[C@@H](CN(C)CC1CC1)O2	-37.1	7.7	-2.0	/
C[C@H]1CN([C@@H](C)CO)C(=O)c2cc(-c3cccc(C#N)c3)cnc2O[C@@H]1CN(C)C(=O)C1CC1	38.2	/	-1.9	65.4
COCC(=O)N(C)C[C@@H]1Oc2ncc(-c3ccccc3F)cc2C(=O)N([C@@H](C)CO)C[C@H]1C	21.3	-0.2	0.8	/
CCCC(=O)N1CCC2(CC1)CN(C(=O)C1CCCC1)[C@@H](CO)c1[nH]c3cc(OC)ccc3c12	-26.2	-6.6	-3.1	/
C[C@@H]1CN([C@@H](C)CO)C(=O)CCCn2nncc2CO[C@H]1CN(C)S(=O)(=O)c1ccccc1F	-1.6	-2.6	/	-6.7
CCCN(C)C[C@H]1OCCCC[C@@H](C)Oc2ccc(NC(=O)c3ccccc3)cc2C(=O)N([C@H](C)CO)C[C@H]1C	-69.2	3.6	-2.6	63.5
C[C@H](CO)N1C[C@H](C)[C@H](CN(C)C(=O)C2CCCCC2)Oc2cc(-c3ccc(F)cc3)ccc2S1(=O)=O	-29.8	-4.9	-3.5	118.9*
CCCNC(=O)N1[C@H](CO)[C@@H](c2ccccc2-c2ccccc2)[C@@H]1C#N	-51.0	-9.9	2.2	/
COCC(=O)Nc1ccc2c(c1)[C@@H]1C[C@H](CC(=O)NCc3ccc(OC)cc3)O[C@H](CO)[C@@H]1O2	-17.8	-0.5	11.0	30.0
Cc1noc(C)c1S(=O)(=O)N(C)C[C@H]1OCCCC[C@H](C)Oc2ccc(NC(=O)c3ccccc3)cc2C(=O)N([C@H](C)CO)C[C@@H]1C	-31.0	11.8	-1.5	31.5
C[C@H](CO)N1C[C@H](C)[C@@H](CN(C)C(=O)Nc2ccc(F)cc2)Oc2ncc(C3=CCCC3)cc2C1=O	-33.8	-5.7	3.6	-2.6
C[C@H]1CN([C@@H](C)CO)C(=O)Cc2cc(NS(=O)(=O)c3cn(C)cn3)ccc2O[C@H]1CN(C)Cc1ccc(C(=O)Nc2ccccc2N)cc1	8.4	1.5	1.4	/
COc1ccc(S(=O)(=O)Nc2cccc3c2O[C@H](CN(C)C(=O)Nc2ccccc2)[C@H](C)CN([C@@H](C)CO)C3=O)cc1	-23.8	-6.1	-0.5	11.0
COCC(=O)Nc1ccc2c(c1)C(=O)N(C)C[C@H](OC)[C@H](C)CN(C(=O)Cc1ccccn1)[C@H](C)CO2	22.2	/	0.8	-83.2
COc1ccc2c3c([nH]c2c1)[C@@H](CO)N(C(=O)c1ccncc1)CC31CN(C(=O)CC2CC2)C1	-16.2	-1.4	0.0	/
CC(C)NC(=O)N1[C@@H](CO)[C@@H](c2ccccc2)[C@@H]1CNC(=O)CN(C)C	22.4	0.5	-0.4	41.4
O=C(C[C@H]1C[C@H]2c3cc(NC(=O)Nc4ccccc4F)ccc3O[C@H]2[C@H](CO)O1)NC1CCCCC1	35.6	15.2	-0.3	1.8
C[C@@H]1CCCCO[C@H](CN(C)CC2CCCCC2)[C@H](C)CN([C@H](C)CO)C(=O)c2cc(NC(=O)Nc3ccccc3)ccc2O1	?	10.9	-1.8	?
CCCC(=O)Nc1ccc2c(c1)OC[C@@H](C)N(C(=O)C1CCCC1)C[C@H](C)[C@H](OC)CN(C)C2=O	-13.7	/	0.4	-33.1
C[C@@H]1CN([C@@H](C)CO)C(=O)c2cccc(NS(C)(=O)=O)c2O[C@H]1CN(C)C(=O)Nc1ccc(F)cc1	-2.7	-3.4	-0.6	16.7
O=C(C[C@H]1CC[C@@H](NC(=O)Nc2cc(F)ccc2F)[C@H](CO)O1)NCc1ccc2c(c1)OCO2	-11.2	/	-1.0	-12.2
CC(C)c1cn(CC[C@@H]2CC[C@@H](NC(=O)C3CCCCC3)[C@H](CO)O2)nn1	/	0.9	-0.3	/
COc1ccccc1CNC(=O)C[C@H]1CC[C@H]2[C@@H](COc3ccc(NC(=O)c4ccno4)cc3C(=O)N2C)O1	-3.5	2.4	-1.1	-27.6
Cc1ccc(S(=O)(=O)Nc2cccc3c2O[C@@H](CN(C)C(=O)NC(C)C)[C@@H](C)CN([C@H](C)CO)C3=O)cc1	-4.4	0.8	2.6	-17.1
Cc1noc(C)c1NC(=O)Nc1cccc2c1O[C@@H](CN(C)S(=O)(=O)c1ccccc1)[C@@H](C)CN([C@H](C)CO)C2=O	15.5	/	1.9	27.6
O=C(CC1CC1)Nc1ccc2c(c1)[C@H]1C[C@@H](CC(=O)N3CCOCC3)O[C@@H](CO)[C@H]1O2	30.1	4.4	-1.8	7.7
O=C(C[C@H]1CC[C@H](NC(=O)c2cccc(F)c2)[C@H](CO)O1)NCc1ccc(Oc2ccccc2)cc1	23.7	-8.9	2.2	58.7
C[C@H](CO)N1C[C@H](C)[C@H](CN(C)C(=O)Nc2ccc(F)cc2)Oc2c(NC(=O)C3CC3)cccc2C1=O	1.6	-0.2	-0.7	18.4
CCCC(=O)N1CC2(C1)CN(C(=O)C1CCC1)[C@H](CO)c1[nH]c3cc(OC)ccc3c12	-20.5	-4.5	-0.8	/
C[C@H]1CN([C@@H](C)CO)C(=O)Cc2cc(NC(=O)Nc3ccc4c(c3)OCO4)ccc2O[C@H]1CN(C)Cc1ccc(Cl)c(Cl)c1	-1.0	2.6	0.2	75.2
C[C@H](CO)N1C[C@H](C)[C@H](CN(C)C(=O)CC2CC2)Oc2cc(C#CC(C)(C)O)ccc2S1(=O)=O	-16.0	-0.3	0.7	8.6
C[C@H](CO)N1C[C@H](C)[C@H](CN(C)Cc2ccc(-c3ccccc3)cc2)Oc2c(NC(=O)C3CCCCC3)cccc2C1=O	-56.2	17.4	-0.3	57.7
O=C(N[C@H]1CC[C@H](CC(=O)N2CCN(c3ccccc3)CC2)O[C@@H]1CO)c1ccncc1	13.8	-3.3	0.3	-19.2
COCC(=O)N1CC[C@@H]2[C@H]1c1cc(-c3ccccc3)ccc1N(C)[C@H]2CO	-6.0	-3.6	0.5	105.4*
C[C@H]1CCCCO[C@@H](CN(C)S(=O)(=O)c2ccccc2)[C@@H](C)CN([C@@H](C)CO)C(=O)c2cc(NS(=O)(=O)c3ccccc3)ccc2O1	-54.1	/	0.7	51.8
CC(=O)N(C)C[C@@H]1Oc2ncc(C#Cc3ccc(F)cc3)cc2C(=O)N([C@H](C)CO)C[C@@H]1C	28.7	-3.1	-1.9	/
CC=Cc1ccc2n(c1=O)C[C@@H]1[C@@H](CO)[C@H](C(=O)NCC(F)(F)F)N(CC3CC3)[C@H]21 (mixture of isomers)	4.0	4.7	7.0	9.2
COc1cccc(CNC(=O)C[C@@H]2CC[C@@H](NC(=O)C3CC3)[C@@H](CO)O2)c1	12.0	-1.0	0.0	/
C[C@@H]1CN([C@H](C)CO)C(=O)c2cc(C#CC3CC3)cnc2O[C@H]1CN(C)Cc1ccncc1	23.4	-1.1	1.1	-23.4
C[C@H]1CN([C@@H](C)CO)C(=O)c2cccc(NC(=O)NC3CCCCC3)c2O[C@H]1CN(C)Cc1ccc(Cl)c(Cl)c1	-2.7	1.0	0.4	52.4
CCCNC(=O)N1[C@H](CNC(C)=O)[C@H](c2ccc(C3=CCCC3)cc2)[C@@H]1CO	9.1	-7.2	0.0	20.8
C[C@@H]1CN([C@H](C)CO)C(=O)c2cc(NC(=O)CCCN(C)C)ccc2O[C@H]1CN(C)C(=O)Nc1ccc2c(c1)OCO2	7.0	-0.9	2.5	-14.1
C/C=C/c1ccc([C@H]2[C@H]3CN(S(=O)(=O)c4ccc(OC)cc4)CCCCN3[C@H]2CO)cc1	18.3	32.8	0.3	9.3
COCC(=O)Nc1ccc2c(c1)C(=O)N(C)C[C@H](OC)[C@@H](C)CN(C(=O)c1cccnc1)[C@H](C)CO2	8.2	/	1.9	-27.8
Cc1cc(C)cc(NC(=O)Nc2ccc3c(c2)C(=O)N(C)[C@H]2CC[C@@H](CC(=O)O)O[C@@H]2CO3)c1	3.9	-1.4	-0.7	-0.1
COc1ccc2c3c([nH]c2c1)[C@H](CO)N(Cc1ccccc1)CC31CN(C(=O)c2cccnc2)C1	-61.1	7.2	-0.2	/
CN1C(=O)c2cc(NC(=O)c3cccc(C(F)(F)F)c3)ccc2OC[C@@H]2O[C@H](CC(=O)NCCN3CCCC3)CC[C@@H]21	0.0	-8.5	-1.8	98.0*
C[C@@H]1CN([C@@H](C)CO)C(=O)c2ccccc2-c2ccccc2CO[C@@H]1CN(C)C(=O)NC1CCCCC1	-6.0	-15.5	1.3	22.2
OC[C@@H]1[C@@H](c2ccc(-c3ccccc3)cc2)[C@H]2CN(CCC(F)(F)F)CCCCN12	-71.5	23.9	1.1	84.6
O=C(C[C@H]1CC[C@@H](NC(=O)c2ccc3c(c2)OCO3)[C@@H](CO)O1)NCc1ccc(Cl)cc1	10.6	-1.3	-0.3	18.2
C[C@@H]1CN([C@H](C)CO)C(=O)c2cc(/C=C/c3ccccc3)cnc2O[C@H]1CN(C)Cc1cncnc1	-8.1	2.8	7.9	47.4
C[C@@H]1CN([C@H](C)CO)C(=O)c2cc(NC(=O)Nc3ccc(F)cc3)ccc2O[C@@H]1CN(C)C	-9.7	5.2	-0.3	/
O=C(C[C@H]1CC[C@@H]2[C@H](COC[C@@H](O)CN2C(=O)Cc2ccccc2)O1)NC1CCCC1	-13.0	7.5	-3.2	41.9
CO[C@@H]1CN(C)C(=O)c2cc(NC(=O)Nc3ccc(C(F)(F)F)cc3)ccc2OC[C@H](C)NC[C@H]1C	-88.6*	/	-0.9	-132.0
O=C(Nc1nccs1)[C@H]1[C@H](CO)[C@H]2Cn3c(cccc3=O)[C@@H]1N2C(=O)C1CC1	4.2	2.0	1.5	38.9
COc1ccc(-c2ccc([C@@H]3[C@H]4CN(C(=O)NC(C)C)CC(=O)N4[C@H]3CO)cc2)cc1	-87.4*	-1.2	-0.2	/
O=C(C[C@@H]1CC[C@H]2[C@@H](COC[C@@H](O)CN2CCc2ccccc2)O1)NCc1ccc(Oc2ccccc2)cc1	-5.5	/	2.0	91.6
COc1cccc(NC(=O)C[C@H]2CC[C@H]3[C@@H](COc4ccc(NC(=O)C5CC5)cc4C(=O)N3C)O2)c1	2.3	-1.6	2.7	5.0

Looked up by structure from above (7):
SMILES	Pf Dd2 growth	C diff HTS	KDM4C inh	Tcruzi prolif
COc1cccc(NC(=O)C[C@H]2CC[C@H]3[C@@H](COc4ccc(NC(=O)C5CC5)cc4C(=O)N3C)O2)c1	2.3	-1.6	2.7	5.0
Cc1cc(C)cc(NC(=O)Nc2ccc3c(c2)C(=O)N(C)[C@H]2CC[C@@H](CC(=O)O)O[C@@H]2CO3)c1	3.9	-1.4	-0.7	-0.1
COc1ccc2c3c([nH]c2c1)[C@H](CO)N(Cc1ccccc1)CC31CN(C(=O)c2cccnc2)C1	-61.1	7.2	-0.2	/
O=C(C[C@H]1CC[C@@H](NC(=O)c2ccc3c(c2)OCO3)[C@@H](CO)O1)NCc1ccc(Cl)cc1	10.6	-1.3	-0.3	18.2
CO[C@@H]1CN(C)C(=O)c2cc(NC(=O)Nc3ccc(C(F)(F)F)cc3)ccc2OC[C@H](C)NC[C@H]1C	-88.6*	/	-0.9	-132.0
CN1C(=O)c2cc(NC(=O)c3cccc(C(F)(F)F)c3)ccc2OC[C@@H]2O[C@H](CC(=O)NCCN3CCCC3)CC[C@@H]21	0.0	-8.5	-1.8	98.0*
O=C(C[C@@H]1CC[C@H]2[C@@H](COC[C@@H](O)CN2CCc2ccccc2)O1)NCc1ccc(Oc2ccccc2)cc1	-5.5	/	2.0	91.6

Additional results follow:
SMILES	Pf Dd2 growth	C diff HTS	KDM4C inh	Tcruzi prolif
C[C@H]1CN([C@@H](C)CO)C(=O)c2cccc(NS(C)(=O)=O)c2O[C@H]1CN(C)C(=O)Nc1cccc2ccccc12	-4.1	1.2	0.7	3.4
NCC[C@H]1CC[C@@H](NC(=O)C2CCCC2)[C@@H](CO)O1	17.0	-0.2	4.3	/
CC=Cc1ccc2n(c1=O)C[C@@H]1[C@@H](CO)[C@H](C(=O)N3CCc4ccccc4C3)N(C(=O)C3CCC3)[C@H]21 (mixture of isomers)	-4.6	-2.4	2.0	39.9
C[C@H]1CN([C@@H](C)CO)S(=O)(=O)c2ccc(-c3cncnc3)cc2O[C@H]1CN(C)Cc1ccncc1	1.2	2.5	3.5	25.1
